# Lipid droplet: hepatic lipid droplet formation modulation | AML12 mouse hepatocytes, oleate lipid droplets, BODIPY imaging | inhibition, % at 6.5 µM | hit rate 0.4% among 240,000;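 active = lipid droplet intensity inhibited by at least 50%, with more than 500 cells counted; inconclusive = wells with under 300 cells, treated as cytotoxic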
#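 Material: mouse AML12 hepatocyte cell line, fixed after treatment; Timing: compound with oleate, overnight; Technique: high-content imaging of BODIPY-stained droplets and DAPI nuclei; Probe or stimulus: oleate, 100 µM final; Dosing: compound at 6.5 µM only.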
# K1F lysis inhibition: protection from phage-mediated lysis, alamar blue read-out – E. coli UTI89, K1F phage, bacterial capsule biogenesis inhibitors (AID 488966); E. coli UTI89 K1F phage lysis, alamar blue, 2 h; higher % means a stronger effect; inhibition, % at 100 µM; hits with a dose series show IC50 in µM; hit rate 0.02% among 340,000;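 active = phage lysis inhibition, versus mean bacterial control, above a set limit; inconclusive = no clear call, values can overlap the other calls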;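 also: capsule biogenesis inhibitors block K1F phage lysis so surviving cells raise fluorescence; higher fluorescence means more inhibition of phage lysis; actives were called in the ten point dose series up to 300 µM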
# Myeloid diff 2: promotes myeloid progenitor differentiation; ER-HoxA9 myeloid progenitors, lysozyme-GFP differentiation, flow cytometry; calls only at 10 µM; hit rate 1% among 360,000; AID 624256;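 active = normalized GFP-positive differentiation at or above the plate's own cutoff, the solvent-only control mean plus 3 SD; inconclusive = no clear call, values can overlap the other calls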;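 also: cells exposed to compound for four days before flow analysis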
# Lipid droplet cells 6.5 µM: further read-out of Lipid droplet, marked with its call; cell count; measured here: cell count, cytotoxicity flag;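 cells counted across two imaged fields per well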
# Myeloid diff 2 GFP+ MAC1+ %: second read-out of Myeloid diff 2, no call of its own (marks repeat the call); GFP+ MAC1+ double positive, %; measured here: differentiation confirmed by MAC1 staining
# An asterisk follows results filed as active; i = inactive; ? = inconclusive; nt = not tested or not shown; + = active, no number; [ ] = remark or other dose. This is a subset (hit frequency here may not be typical).
SMILES,Lipid droplet,Lipid droplet cells 6.5 µM,K1F lysis inhibition,Myeloid diff 2,Myeloid diff 2 GFP+ MAC1+ %
O=S(=O)(Nc1ncccn1)c1ccc(NC(=S)N2CCN(c3cccc(C(F)(F)F)c3)CC2)cc1,-1.8,710,-0.2%,i,0.6
Cc1ccccc1-c1noc(C(C)NC(=O)c2ccco2)n1 (stereo unspecified),9.2,621,0.0%,i,0.8
O=C(NCc1ccncc1)C1CCC(=O)N(CCc2ccc(Cl)cc2)C1 (stereo unspecified),-5.5,794,0.0%,i,4.9
CCOC(=O)c1[nH]ncc1CN1CCc2ccc(NC(=O)C3CCCO3)cc2C1 (stereo unspecified),4.8,839,0.1%,i,0.9
CC(C)c1ccc(OCC(=O)NC2CCCC2)cc1,11.4,882,0.1%,i,0.2
COc1ccccc1N1CCN(C2CC(=O)N(c3ccc(Cl)cc3)C2=O)CC1 (stereo unspecified),8.8,779,-0.1%,i,0.6
Cc1cccc(C(=O)Oc2ccc(/C=N/NC(=O)c3ccc(O)cc3)cc2)c1,-4.2,819,0.1%,i,0.6
CCCCn1c(SCC(=O)Nc2cc(C)on2)nnc1-c1ccncc1,19.5,787,0.1%,i,0.3
CCCCn1c(N)c(N(CC(C)C)C(=O)COC(=O)Cc2c(C)nc3ccccc3c2C)c(=O)[nH]c1=O,-0.5,824,1.0%[50 µM],i,0.6
CCCCCCN1CC(=O)N2Cc3[nH]c4ccccc4c3C[C@H]2C1=O,-3.0,811,-0.1%,i,1.6
CCCOc1ccc(C(=O)Nc2cccnc2)cc1,-6.5,828,0.0%,i,1.0
Cc1ccc(NC(=O)CNC2CCCCC2)cc1Cl,17.5,798,0.3%,i,0.6
Cc1cccc(NC(=O)Nc2c(C)n(C)n(-c3ccccc3)c2=O)c1C,-9.9,677,1.2%[50 µM],i,1.2
CC1(C(=O)N2CCC(CO)(Cc3cccc(C(F)(F)F)c3)CC2)CC1,2.6,790,-2.6%,i,0.3
C/C(CC(=O)Nc1ccc(N(C)C)cc1)=N\NC(=O)c1ccc(C(C)(C)C)cc1,-2.3,858,0.2%,i,0.4
CCCCc1nnc(SC(C)C(=O)Nc2nccs2)n1C (stereo unspecified),1.2,802,0.3%[50 µM],i,0.7
CCOC(=O)Cc1csc(NC(=O)CCc2ccccc2)n1,-8.7,759,1.6%,i,0.7
COC(=O)CC(c1ccccc1F)N1Cc2ccccc2C1=O (stereo unspecified),2.6,398,0.3%,i,0.5
O=S(=O)(c1ccsc1)N1CC=C(c2ccccc2)CC1,7.7,795,-0.7%[50 µM],i,0.4
CC(=O)Nc1ccc(Oc2ccc3c(c2)C(=O)NC3=O)cc1,-42.9,771,-0.4%,i,0.7
Cc1cc2oc(=O)cc(CN(C)Cc3ccc(OC(F)F)cc3)c2cc1Cl,-6.9,738,0.2%,i,2.1
COc1ccc(NC(=O)CSc2ccc3nnc(-c4ccccn4)n3n2)c(OC)c1,-10.6,665,0.0%,i,5.4
Cc1cc(OCC(=O)Nc2ccc(CN3CCOCC3)cc2)ccc1Cl,-20.5,666,2.4%[50 µM],i,0.0
CC(Cc1cccnc1)NC(=O)c1cc(COc2c(F)cccc2F)on1 (stereo unspecified),-13.3,806,0.3%,i,1.6
COc1ccccc1N(CC(=O)NC1CCCC1)S(=O)(=O)c1ccc(C)cc1,-9.6,806,0.1%,i,1.0
COc1ccc(C(=O)Nc2c3c(nn2C(C)(C)C)CS(=O)(=O)C3)cc1OC,-0.1,820,0.1%,i,0.2
CCOc1ccccc1CN1CCC(n2nccc2NC(=O)C2CCCC2)CC1,-3.7,854,0.2%,i,0.8
O=[N+]([O-])c1cccc(N(CC(O)CN2CCCCC2)S(=O)(=O)c2ccccc2)c1 (stereo unspecified),-9.0,777,-0.1%,i,0.6
COc1ccc(CCNC(=O)CNCC(c2ccccc2)N(C)C)cc1OC (stereo unspecified),-8.8,761,0.3%,i,0.3
CC(C)[C@H](NC(=O)[C@@H]1Cc2ccccc2CN1)C(=O)NC1CCCCC1,-12.3,695,0.1%,i,3.3
O=C(c1cc2ccccc2o1)N1CCN(Cc2ccc3c(c2)OCO3)CC1,5.5,662,1.4%[50 µM],i,0.0
COC(=O)C(Cc1c[nH]c2ccccc12)NC(=O)C(=O)c1c[nH]c2ccccc12 (stereo unspecified),47.8,635,-0.3%,i,0.3
COC(=O)c1cccc(N/C=C(\[N+](=O)[O-])S(=O)(=O)c2ccccc2)c1,8.7,827,0.1%,i,0.8
CCOC(=O)C1=C(C)N=c2s/c(=C/c3ccc(OCC(=O)O)cc3)c(=O)n2C1c1ccc(F)cc1 (stereo unspecified),-1.9,810,-2.5%[50 µM],+,8.1*
Cc1cc(=O)oc2cc(NC(=O)c3ccccc3OC(F)F)ccc12,-11.0,835,0.3%,i,0.0
Cc1cccc(NC(=O)N2CCC(NC(=O)C3CCCCC3)CC2)c1,1.9,789,0.0%,i,0.8
O=C(Nc1cccc(C(=O)Nc2cccc(C(F)(F)F)c2)c1)c1ccc(=O)[nH]c1,-1.1,794,0.1%,i,1.4
CCCc1nnc(NC(=O)CCC(=O)N2CCN(c3ccccc3)CC2)s1,-4.6,735,0.0%,i,17.4
COc1ccc(NC(=O)NC2(C(=O)N3CCN4CCCC4C3)CCCCC2)cc1 (stereo unspecified),6.3,763,0.1%,i,1.7
O=C(CN(C(=O)CNC(=O)c1cccs1)c1ccccc1)NC1CCCCC1,-9.0,793,0.3%,i,0.5

# Some of these compounds in order of molar mass, rising.
SMILES,Lipid droplet,Lipid droplet cells 6.5 µM,K1F lysis inhibition,Myeloid diff 2,Myeloid diff 2 GFP+ MAC1+ %
CC(C)[C@H](NC(=O)[C@@H]1Cc2ccccc2CN1)C(=O)NC1CCCCC1,-12.3,695,0.1%,i,3.3
CC(Cc1cccnc1)NC(=O)c1cc(COc2c(F)cccc2F)on1 (stereo unspecified),-13.3,806,0.3%,i,1.6
O=C(Nc1cccc(C(=O)Nc2cccc(C(F)(F)F)c2)c1)c1ccc(=O)[nH]c1,-1.1,794,0.1%,i,1.4

# The list continues.
SMILES,Lipid droplet,Lipid droplet cells 6.5 µM,K1F lysis inhibition,Myeloid diff 2,Myeloid diff 2 GFP+ MAC1+ %
Cc1ccccc1NC(=O)C(C)SCc1ccccc1 (stereo unspecified),-17.0,809,-0.5%,i,0.3
COc1ccc(OC)c(NC(=O)C2CCCN2S(=O)(=O)c2cccc3nsnc23)c1 (stereo unspecified),-5.2,712,0.2%,i,0.7
CCc1ccc(/C=C2/SC(=S)N(CCC(=O)Nc3cccc(C(=O)O)c3)C2=O)cc1,-0.8,789,-1.4%[50 µM],?,nt
O=C(C1CCCN(Cc2ccccc2[N+](=O)[O-])C1)N1CCCCC1 (stereo unspecified),7.4,849,0.3%,i,0.9
COc1ccc(NS(=O)(=O)c2cc3c(cc2C)N(C(C)=O)CCO3)c(OC)c1,-1.0,709,1.7%,i,2.2
COc1cccc(-c2nc(CS(=O)(=O)CC(=O)Nc3ccccc3C)c(C)o2)c1,19.2,727,4.1%,i,2.2
CN(C)c1ccc(/C=N/OC(=O)Nc2ccccc2)cc1,21.1,842,-0.2%,i,0.5
Cc1ccc(N(C(=O)CS(=O)CC(=O)Nc2ccc(F)cc2)C(C)C(=O)NC(C)(C)C)cc1 (stereo unspecified),-18.6,823,0.0%,i,0.3
Cc1cccc(CCN=C(N)NS(=O)(=O)c2ccccc2)c1,-12.5,730,0.4%,i,0.0
Cc1cc(C)c(C(=O)N2CCC(N3CCC(C(=O)NC(C)C)CC3)CC2)o1,-1.1,828,0.0%,i,0.8
CC(=O)Nc1ccccc1NC(=O)C/C(C)=N/NC(=O)Cc1cccc2ccccc12,10.2,670,0.0%,i,0.5
CCOc1ccc(OCCC(=O)N2CCN(S(=O)(=O)c3ccc(OCC)cc3)CC2)cc1,-2.8,843,1.8%[50 µM],i,2.0
O=C1C(=O)N(Cc2ccncc2)C(c2cccc(O)c2)/C1=C(\O)c1ccc2c(c1)OCCO2 (stereo unspecified),-12.8,752,-0.1%,?,nt
COc1ccc(-c2ccccc2NC(=O)C2CCCN(Cc3ccco3)C2)cc1 (stereo unspecified),-13.2,861,0.1%,i,0.4
Cc1ccc(NC(=O)C2CCCN(S(=O)(=O)c3cccc4nonc34)C2)cc1 (stereo unspecified),-2.1,829,0.0%,i,0.4
CCN(CC)c1ccc(NC(=O)C2CCCC2)cc1,7.3,823,1.7%,i,0.6
O=C(Nc1cccc(F)c1)C1CCN(S(=O)(=O)c2cccc3nonc23)CC1,-7.0,780,0.1%,i,0.3
Cc1ccc(-c2nn(-c3ccccc3)cc2/C=C2\SC(=S)N(CCCCCC(=O)O)C2=O)o1,29.4,839,-0.4%,i,2.4
Cc1ccc(NC(=O)COc2ccccc2)cc1Cl,-4.4,813,1.2%,i,0.3
O=C(Cn1ncc2c3ccccc3n(Cc3ccccc3F)c2c1=O)NCC1CCCO1 (stereo unspecified),11.1,669,-3.9%,i,6.3

# 5 records picked at random from the list so far:
SMILES,Lipid droplet,Lipid droplet cells 6.5 µM,K1F lysis inhibition,Myeloid diff 2,Myeloid diff 2 GFP+ MAC1+ %
Cc1ccccc1-c1noc(C(C)NC(=O)c2ccco2)n1 (stereo unspecified),9.2,621,0.0%,i,0.8
O=C(Cn1ncc2c3ccccc3n(Cc3ccccc3F)c2c1=O)NCC1CCCO1 (stereo unspecified),11.1,669,-3.9%,i,6.3
CCCOc1ccc(C(=O)Nc2cccnc2)cc1,-6.5,828,0.0%,i,1.0
CC(Cc1cccnc1)NC(=O)c1cc(COc2c(F)cccc2F)on1 (stereo unspecified),-13.3,806,0.3%,i,1.6
COC(=O)C(Cc1c[nH]c2ccccc12)NC(=O)C(=O)c1c[nH]c2ccccc12 (stereo unspecified),47.8,635,-0.3%,i,0.3

# (further entries)
SMILES,Lipid droplet,Lipid droplet cells 6.5 µM,K1F lysis inhibition,Myeloid diff 2,Myeloid diff 2 GFP+ MAC1+ %
CSc1nc(NS(=O)(=O)c2cc(Br)ccc2Br)cc(=O)[nH]1,10.5,823,0.2%,i,4.2
CCC1CCCCN1CCCNC(=O)CNC(=O)c1nn(-c2ccc(OC)c(Cl)c2)c(=O)c2ccccc12 (stereo unspecified),-21.0,821,0.2%,i,0.3
CN(C)CCNC(=O)c1ccc2c(c1)NC(=O)c1ccccc1S2,-13.5,839,0.1%,i,0.6
COc1ccc(/C=C/c2c(-c3ccc(OC)cc3)sc3ccc(N4CCOCC4)cc23)cc1,3.5,797,3.1%,i,1.5
CC(CCc1ccc(O)cc1)NCCC(c1ccccc1)c1ccccc1 (stereo unspecified),-10.9,736,0.4%,i,0.7
COc1ccc(NC(=O)CS(=O)c2ccc(Br)cc2)cc1 (stereo unspecified),4.1,850,0.1%[50 µM],i,1.3
O=CNCCc1nc2ccccc2n1CCc1ccccc1,-38.9,794,-1.2%,i,0.6
COc1ccccc1OC(C)C(=O)Nc1ccccc1C(=O)NCC1CCCO1 (stereo unspecified),-15.3,711,0.1%,i,0.5
O=C(C[n+]1ccccc1)N/N=C/c1cc(Br)cc(Br)c1O,-1.8,852,-2.6%[50 µM],i,1.0
Fc1ccc(Nc2nc(N3CCOCC3)nc(N3CCOCC3)n2)cc1Cl,-11.6,646,0.1%,i,0.8
NS(=O)(=O)c1ccc(Nc2c([N+](=O)[O-])cncc2[N+](=O)[O-])cc1,-4.3,793,0.0%,i,0.5
CC(C(=O)N1CCN(c2ccccc2)CC1)c1ccc([N+](=O)[O-])cc1 (stereo unspecified),-8.7,792,0.3%,i,0.7
COc1cc(C(=O)OCC(=O)N2CC(C)OC(C)C2)cc(OC)c1OC (stereo unspecified),4.3,844,0.2%,i,0.9
COc1ccc(N2CCN(CCCNC(=O)Cn3c(=O)c4cccn4c4ccccc43)CC2)cc1,-0.6,765,0.4%,i,0.9
Cc1csc(NC(=O)CSc2nc(=O)[nH]c3c2CCCC3)n1,3.2,754,0.4%,i,4.0
Cn1c(SCC(=O)Nc2ccc(Cl)cn2)nnc1C1CC1,6.2,821,-0.3%[50 µM],i,3.0
ClCc1nc2ccccc2c2ccccc12,-2.3,760,0.0%,?,nt
O=C(Nc1ccccc1C(=O)O)/C(=C/c1ccc(Cl)cc1Cl)NC(=O)c1ccco1,4.6,800,0.1%,i,4.9
Cc1ccc(S(=O)(=O)NC(=O)COc2cc(C)ccc2C(C)C)cc1,-25.1,786,0.3%[50 µM],i,0.9
O=C(c1ccc(CS(=O)c2ccccc2Cl)o1)N1CCN(c2ccccn2)CC1 (stereo unspecified),-34.9,646,0.4%,?,nt
O=C(O)CN1CCN(C(c2ccccc2)c2ccccc2)CC1,2.6,821,0.0%,i,0.8
Cc1ccc(CNC(=O)C2CCC(=O)N(Cc3cccc(C(F)(F)F)c3)C2)o1 (stereo unspecified),1.9,681,0.0%,i,1.0
Cc1ccc(S(=O)(=O)N[C@@H](Cc2ccccc2)C(=O)N2CCC(C(=O)N[C@@H](CC(C)C)C(=O)O)CC2)cc1,5.2,850,-0.3%[50 µM],i,0.5
C=CCn1cc(C(=O)N2CCN(C)CC2)c(=O)c2cc(S(=O)(=O)N(CC)CC)ccc21,-0.1,815,-0.1%,i,0.1
CC(=O)N1CCCc2cc(S(=O)(=O)N3CCCC3)ccc21,-0.4,813,0.3%,i,1.7
